High-throughput results deposited in PubChem by Sanford-Burnham Center for Chemical Genomics.
SENP1 FRET inh – blocks the human SENP1 SUMO protease catalytic domain | Q9P0U3 | recombinant SENP1 catalytic domain, CyPet-SUMO1-YPet FRET cleavage | inhibition, % at 10 µM | 0.21% of 360,000 active | AID 624204;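 active = inhibition at least 30% at 10 µM, raw YFP signal under a set limit, fluorescence ratio 0.5 to 1.5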;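 also: 0% = enzyme with DMSO and 100% = no enzyme wells; some results filed as inactive read as strong as hits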
Target sequence (Q9P0U3 419-644 limits assumed): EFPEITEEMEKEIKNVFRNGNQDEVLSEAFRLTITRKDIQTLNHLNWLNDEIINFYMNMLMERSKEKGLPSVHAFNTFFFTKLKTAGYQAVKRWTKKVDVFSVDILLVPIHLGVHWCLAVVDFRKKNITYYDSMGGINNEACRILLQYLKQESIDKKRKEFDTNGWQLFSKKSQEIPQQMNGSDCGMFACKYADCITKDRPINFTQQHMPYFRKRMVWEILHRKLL
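Assay system – human recombinant His6-tagged SENP1 catalytic domain enzyme · Input – SENP1 enzyme, 20 pM final · Buffer or medium – Tris pH 8 buffer plus EDTA, NaCl, BME, BSA, NP40, catalase · Schedule – 50 min reaction at room temperature · Technique – FRET read of cyan and yellow fluorescence · Control set – no-enzyme wells low, DMSO-plus-enzyme wells high control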
SENP8 block – inhibitors of human SENP8 protease; Q96LD8; recombinant SENP8, Nedd8 substrate fluorescence; inhibition, % at 20 µM; 0.64% of 360,000 active; AID 602440; in the data active = inhibition mostly above about 40%, no sharp cut-off; inactive = mostly below about 27%
Target sequence (Q96LD8 whole entry, looked up): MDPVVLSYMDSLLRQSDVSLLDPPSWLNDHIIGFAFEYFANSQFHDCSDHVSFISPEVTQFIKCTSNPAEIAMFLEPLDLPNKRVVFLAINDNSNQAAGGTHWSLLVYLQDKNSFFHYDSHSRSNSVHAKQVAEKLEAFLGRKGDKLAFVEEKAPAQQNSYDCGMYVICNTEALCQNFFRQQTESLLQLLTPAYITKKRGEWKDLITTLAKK
Active calls of the source: *; i = inactive.

# | Molecule | SENP1 FRET inh | SENP8 block
1 | OC1(c2ccc(OC(F)F)cc2)CSC(=Nc2cccnc2)N1Cc1ccco1 (configuration not stated) | -1 | 4
2 | COc1ccc(CNS(=O)(=O)CCNCc2ccco2)cc1 | -5 | -2
3 | CSc1ccc(Cn2c(C)c(C(=O)NCc3cccc(Cl)c3)sc2=O)cc1 | -6 | 4
4 | O=C(O)C(Cc1ccc(OS(=O)(=O)Cc2ccccc2)cc1)NS(=O)(=O)Cc1ccccc1 (configuration not stated) | -1 | 8
5 | CCCNC(=O)C1(C)CCN(C(=O)c2ccc3snnc3c2)C1 (configuration not stated) | 2 | 3
6 | CC(=O)c1cccc(N/C=C\C(=O)c2ccc(C)cc2)c1 | -75 | -236
7 | CNc1ccccc1C(=O)OCC(=O)N1CCc2ccccc2C1 | -5 | i
8 | Cc1noc(C)c1S(=O)(=O)N(C)C[C@H]1OCCCC[C@@H](C)Oc2ccc(NS(=O)(=O)c3cn(C)cn3)cc2C(=O)N([C@H](C)CO)C[C@@H]1C | 0 | 4
9 | CC(Oc1ccc(Cl)cc1)C(=O)Nc1cccc(S(=O)(=O)N2CCCC2)c1 (configuration not stated) | 3 | 8
10 | COc1ccc(C2=Cc3ccccc3C(CC(=O)C3CC3)N2c2ccc(-c3cc(OC)c(OC)c(OC)c3)cc2)cc1 (configuration not stated) | -27 | -374
11 | Cc1ccc(-n2ncc(Br)c(Br)c2=O)cc1 | -2 | -5
12 | Cc1csc(CN(C)C(=O)CC2C(=O)NCCN2Cc2ccccc2C)n1 (configuration not stated) | -4 | -19
13 | CC(C)N1CCN(c2ccncc2S(=O)(=O)N2CCN(C)CC2)CC1 | 1 | 10
14 | CCOC(=O)C1=C[C@@H](C(C)(C)C)N(S(=O)(=O)c2ccc(C)cc2)[C@H]1c1ccc(C#N)cc1 | 0 | 4
15 | CCCCCCN1C[C@@H](n2cc(C3CC3)nn2)[C@H](O)C[C@@H]1c1ccc(C)cc1 | -2 | 12
16 | C[C@H]1CN([C@@H](C)CO)C(=O)CCCn2nncc2CO[C@H]1CN(C)S(=O)(=O)c1ccc2ccccc2c1 | 0 | 6
17 | CC(=O)Nc1cccc(C(=O)OCC(=O)N2CCN(C(=O)COC(=O)c3cccc(NC(C)=O)c3)CC2)c1 | -2 | -16
18 | CCCCN(C)c1c(C)nc2ccc(C(=O)NCCc3c[nH]c4ccccc34)cn12 | -2 | 8
19 | Cc1ccc(F)c(CNC(=O)C2(C)CCCN2C(=O)C(C)C)c1F (configuration not stated) | -2 | 6
20 | CN(C)c1ccc(-c2ccnc3c2CC(C)(C(=O)NCc2ccncc2)O3)cc1 (configuration not stated) | -1 | i
21 | COc1ccc([C@H]2CC(=O)C[C@@H](CCn3cc(Cc4ccccc4)nn3)O2)cc1 | 2 | 19
22 | CCc1nc2ccc(C(=O)NCCCN3CCCC3=O)cn2c1N(C)C(=O)COc1ccccc1 | 0 | -15
23 | C[C@@H]1CN([C@@H](C)CO)S(=O)(=O)c2ccc(Br)cc2O[C@H]1CN(C)C(=O)Nc1ccc(C(F)(F)F)cc1 | 0 | 16
24 | O=C1CSCc2nc3ccccc3n21 | -7 | -30
25 | O=C(NCc1ccccc1)c1cc(=O)nc2sc(-c3ccccc3)nn12 | 1 | 7
26 | O=C(NCCc1ccccc1)c1ccc(-c2cccnc2)c2ccoc12 | -2 | -14
27 | CCN1C(=O)[C@H]2[C@@H](c3ccc(C)cc3)N[C@]3(CCCN(CCC(C)C)C3=O)[C@H]2C1=O | 0 | 6
28 | O=C(c1ccc(F)cc1)c1cccc(C(=O)c2ccc(F)cc2)n1 | 3 | 18
29 | CCOC(=O)c1cc2cc(OC)ccc2n1C1CCN(CCc2ccccc2)CC1 | -6 | -412
30 | CCSCc1nc2ccccn2c1Br | -101 | -44
31 | O=C(NCc1ccc(Cl)c(Cl)c1)c1cc(C2CCCCN2C(=O)c2ccccn2)on1 (configuration not stated) | 2 | 2
32 | NC(=O)c1cccc(Nc2nc(C(N)C3CCCCC3)cs2)n1 (configuration not stated) | 0 | 6
33 | CC(C)(C)c1cc(NC(=O)C2(C)CCN2C(=O)C2(c3ccccc3)CCCC2)no1 (configuration not stated) | 1 | 30
34 | CC(=O)Nc1cc2c3c(cccc3c1)-c1ccccc1-2 | -33 | -486
35 | Cc1ccccc1S(=O)(=O)N1[C@@H](c2cccc(Cl)c2)C(C(=O)OC(C)(C)C)=CC[C@H]1c1ccc(Cl)cc1 | 1 | 30
36 | O=C(NCc1ccccc1)c1cc(C2CCCN(C(=O)c3ccc4c(c3)CCO4)C2)on1 (configuration not stated) | 1 | 19
37 | COC(=O)[C@@H](Cc1c[nH]c2ccccc12)NCc1cccc(B(O)O)c1 | -5 | -13
38 | CCOc1ccc(S(=O)(=O)N2CCN(C(=O)c3oc4ccccc4c3C)CC2)cc1 | 0 | 8
39 | Cc1ccc(S(=O)(=O)N2C[C@H]3C(=O)C[C@@H](c4ccccc4)N(S(C)(=O)=O)[C@H]3C[C@H]2c2ccccc2)cc1 | 0 | 4
40 | Cc1ccc(C(=O)C=Cc2cccc(C)c2)cc1 | 1 | 16
41 | O=C(/C=C/c1ccc(Cl)cc1)N1CCN(CCN2C(=O)c3cccc4cccc(c34)C2=O)CC1 | 1 | 5
42 | COc1ccc(-c2csc(C(O)c3ccc(F)c(OC)c3)n2)cc1 (configuration not stated) | 3 | 13
43 | O=C(CCc1nc2sc3c(c2c(=O)[nH]1)CCCC3)NCCc1ccc(Cl)cc1 | -41 | -44
44 | C[C@H]1CN([C@@H](C)CO)S(=O)(=O)c2ccc(C#Cc3cccnc3)cc2O[C@@H]1CN(C)C(=O)Nc1ccc2c(c1)OCO2 | 3 | 11
45 | CCNC(=O)C1(C)CCCN(Cc2ccc3ccccc3c2Br)C1 (configuration not stated) | 2 | 14
46 | COc1ccc2c(CN3CCN(c4ccccc4OC)CC3)cc(=O)oc2c1 | 0 | -36
47 | CCOC(=O)C1CCCN(C(=O)c2cc(OC)ccc2Br)CC1 (configuration not stated) | 2 | 19
48 | CCOC(=O)C1(c2ccccc2)CCCNC1=O (configuration not stated) | 1 | 7
49 | CCCCCCCCN1C(=O)[C@H](CC(=O)NCc2cccs2)C[C@@]2(C(=O)OCC)CCCC=C12 | -1 | 15
50 | Oc1ccc(C=NNC(=S)Nc2ccc(F)cc2)c(O)c1 | -32 | -88

Overlap with the part before: two compounds, followed by the next part.
# | Molecule | SENP1 FRET inh | SENP8 block
49 | CCCCCCCCN1C(=O)[C@H](CC(=O)NCc2cccs2)C[C@@]2(C(=O)OCC)CCCC=C12 | -1 | 15
50 | Oc1ccc(C=NNC(=S)Nc2ccc(F)cc2)c(O)c1 | -32 | -88
51 | C[N+](C)(C)CCNC(=O)c1ccccc1 | 0 | 18
52 | COc1ccc2nc(N3C(=O)C(O)=C(C(=O)c4ccco4)C3c3ccc(OC)c(OC)c3)sc2c1 (configuration not stated) | -52 | -92
53 | COc1ccc(NC(=O)Nc2nc(C(N)C3CCCCC3)cs2)cc1 (configuration not stated) | 1 | 16
54 | CCOC(=O)C1(C)CCCN(C(=O)c2ccc3c(c2)CCO3)C1 (configuration not stated) | 1 | 8
55 | O=C(NC1CC1)c1ccc2sc([C@@H]3O[C@H](CO)[C@H](O)[C@H](O)[C@H]3O)nc2c1 | 2 | 14
56 | Cc1cc(/C=C2\SC(=S)N(Cc3ccco3)C2=O)c(C)n1-c1cccnc1 | -19 | 10
57 | CCOC(=O)C1(C)CCCN1C(=O)c1cccc2ccccc12 (configuration not stated) | 0 | 18
58 | CCOC(=O)C1=C(O)/C(=C/c2ccc(-c3ccccc3C(=O)O)o2)SC1=Nc1ccc(C)cc1 | -34 | -129
59 | O=C(c1ccc2c(c1)OCO2)c1ccc[nH]1 | 0 | 6
60 | Brc1ccc(-c2nc3c4ccccc4ccn3c2Cc2ccccc2)cc1 | -18 | -328
61 | Cc1cccc(NC(=O)CNC(=O)[C@H]2O[C@@H](n3ccc(N)nc3=O)[C@H](O)[C@@H]2O)c1C | -3 | 14
62 | COc1ccc(S(=O)(=O)NC(=O)C2(C)CCN2C(=O)Cc2cc(C)cc(C)c2)cc1OC (configuration not stated) | 1 | 20
63 | O=C(NC(Cc1ccc(O)cc1)C(=O)N=Nc1c(O)[nH]c2ccccc12)c1ccccc1 (configuration not stated) | 2 | 15
64 | O=C(O)C(c1ccccc1)C1(O)CC2CCC1C2 (configuration not stated) | 4 | 9
65 | C=CCc1c(C)nc2c(-c3ccccc3)cnn2c1N1CCOCC1 | -5 | -146
66 | CCOC(=O)[C@]12CCC=C1N(Cc1ccc3c(c1)OCO3)C(=O)[C@H](CC(=O)NCCCCc1ccccc1)C2 | 1 | 13
67 | O=C(Nc1ccc(Oc2ccccc2)cc1)c1ccc2nc([C@@H]3O[C@H](CO)[C@H](O)[C@H](O)[C@H]3O)[nH]c2c1 | -1 | 14
68 | NC(=O)Cc1ccc2sc(-c3ccccc3)nc2c1 | -150 | -34
69 | Cn1ccc2c(-c3ccc4[nH]ccc4c3)cc3c(c21)C1CCC3O1 (configuration not stated) | -4 | -333
70 | COc1cccc(CNC(=O)[C@@H]2CCCN2C(=O)[C@H]2CCCCN2S(=O)(=O)c2ccc(OC)c(C)c2)c1 | 1 | 24
71 | OC[C@@H]1CN(Cc2ccco2)C[C@H](n2cnc3c(NCc4ccc(F)cc4)ncnc32)O1 | 2 | -5
72 | Cc1cc(C)c(C(=O)c2cccs2)c(C)c1 | -1 | 4
73 | Cc1ccc2nc3n(c(=O)c2c1)-c1cc2ccccc2cc1C(=O)NC3CC(C)C (configuration not stated) | -3 | 10
74 | COc1ccc(CC(=O)Oc2cc(C)[nH]c(=O)c2[N+](=O)[O-])cc1 | 2 | 5
75 | O=C1CC(=O)OC(c2ccc([N+](=O)[O-])cc2)O1 | 1 | 13

6 records drawn at random from the list so far:
# | Molecule | SENP1 FRET inh | SENP8 block
40 | Cc1ccc(C(=O)C=Cc2cccc(C)c2)cc1 | 1 | 16
18 | CCCCN(C)c1c(C)nc2ccc(C(=O)NCCc3c[nH]c4ccccc34)cn12 | -2 | 8
12 | Cc1csc(CN(C)C(=O)CC2C(=O)NCCN2Cc2ccccc2C)n1 (configuration not stated) | -4 | -19
27 | CCN1C(=O)[C@H]2[C@@H](c3ccc(C)cc3)N[C@]3(CCCN(CCC(C)C)C3=O)[C@H]2C1=O | 0 | 6
36 | O=C(NCc1ccccc1)c1cc(C2CCCN(C(=O)c3ccc4c(c3)CCO4)C2)on1 (configuration not stated) | 1 | 19
2 | COc1ccc(CNS(=O)(=O)CCNCc2ccco2)cc1 | -5 | -2

The list goes on:
# | Molecule | SENP1 FRET inh | SENP8 block
76 | CCc1cccc2cc3c(N)c(C(=O)Nc4ccc(S(=O)(=O)N5CCCC5)cc4)sc3nc12 | -26 | -28
77 | COCOCCn1cc(CN2CCS(=O)(=O)N(Cc3ccc(-c4cccc(N(C)C)c4)cc3)C(C(C)C)C2=O)nn1 (configuration not stated) | 2 | -390
78 | CC1(C)CC(NC(=O)c2ccccc2NS(=O)(=O)c2ccc(Br)cc2)CC(C)(C)N1 | -1 | -3
79 | C[C@@H]1CN([C@H](C)CO)C(=O)c2cc(Br)cnc2O[C@@H]1CN(C)C(=O)C1CCOCC1 | 1 | -5
80 | Cc1cccc(S(=O)(=O)N(C)C[C@H]2OCc3cnnn3CCCC(=O)N([C@H](C)CO)C[C@@H]2C)c1 | 1 | 3
81 | OCCN1CCN(c2ncnc3c2ncn3[C@H]2CN(Cc3ccccc3)C[C@@H](CO)O2)CC1 | 1 | 3
82 | O=C(NCCN1CCOCC1)c1ccccc1N1C(=O)[C@@H]2Cc3c([nH]c4ccccc34)C(c3cccc(Cl)c3)N2C1=O (some centres not stated) | -35 | 0
83 | Cc1ccc(C(=O)Nc2ccc(NC(=O)c3ccccc3Cl)c(C)c2)cc1 | 0 | 11
84 | COc1ccccc1N1CCN(S(=O)(=O)CCNC(=O)C(C)Oc2ccccc2)CC1 (configuration not stated) | 1 | 6
85 | CC(=O)N1C[C@H]2CON(C)[C@H]2C[C@H]1c1cccc(-c2ccc(C#N)cc2)c1 | 1 | 20
86 | Cc1cccc(N2CCN(CC(O)COc3ccc4ccccc4c3)CC2)c1 (configuration not stated) | 0 | 25
87 | CCC(=O)N1CCC1(C)C(=O)NCc1ccc(SC)cc1 (configuration not stated) | 2 | 4
88 | COc1ccc(/C=C/C(=O)c2cc(Br)ccc(=O)c2O)cc1 | 5 | 10
89 | CC1(Cc2ccc(Cl)cc2)C(=O)Nc2c(Cl)ccc(Cl)c21 (configuration not stated) | 0 | 9
90 | Cc1ccccc1N1CCN(c2ccccc2NC(=O)/C=C\C(=O)O)CC1 | 1 | 10
91 | O=C(/C=C/c1ccccc1)Nc1cccc(C(=O)NCCCc2ccccc2)c1 | 4 | 20
92 | CCCCN(C=O)c1c(CC)nc2ccc(C(=O)N3CCN(C(C)=O)CC3)cn12 | 3 | -2
93 | CC(=O)N1CC2(CC(c3ccccc3F)=NO2)CN1c1ccc(Cl)cc1 (configuration not stated) | 2 | 14
94 | CCOc1cc(NC(=O)c2ccccn2)c(OCC)cc1NC(=O)CC(C)C | -10 | -16
95 | CC(=O)OC1C(=O)N(Cc2ccccc2)C1c1ccc(C)cc1 (configuration not stated) | 0 | 21
96 | COc1cc(C2C(C(=O)c3sc(C)nc3C)=C(O)C(=O)N2CCN(C)C)cc(OC)c1OC (configuration not stated) | 0 | 19
97 | CN1C(=O)c2ccccc2Cc2c(NCc3ccccc3)ncnc21 | 0 | 13
98 | CC1(C(=O)NCc2ccncc2)Cc2c(-c3cccc(C(F)(F)F)c3)ccnc2O1 (configuration not stated) | -1 | 8
99 | COc1cccc(C#CC2=CC(=O)CC(C)(C)C2)c1 | -1 | -4
100 | COc1ccc(C=C2CS(=O)(=O)CC(=Cc3ccc(OC)cc3)C2=O)cc1 | -3 | -9

Some of the compounds tested, so the mix of outcomes need not match the whole.
